Lipid storage S3: qHTS Assay for Lipid Storage Modulators in Drosophila S3 Cells; Drosophila S3 cells, BODIPY lipid droplet fluorescence, 18-24 h; cells fed with added oleic acid; lipid storage change, negative = inhibition, % at the top dose, mostly 46.1 µM; hits show Potency in µM; 0.64% of 320,000 active; active = well fitted inhibition curve with a large enough effect in the signal ratio, with a control signal flat, not every such curve was filed as active; inconclusive = small, poorly fitted or top-dose-only effect, or effect the other way, or a change in a side signal; the % refers to the signal ratio
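Drosophila S3 cells got compounds at several concentrations plus oleic acid (400 uM solution). Laser-scanning cytometry with 488 nm excitation read lipid droplets at 500-530 nm and cells at 575-640 nm. Percent activity was relative to 20 uM Triacsin C.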
Lipid storage S3 cell count max: also measured in Lipid storage S3; calls as there; cell number change, %; measured here: cell count max response;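 cells counted by Cell Tracker Red CMTPX staining in the red channel; peak over a dose series mostly up to 46.1 µM; percent activity relative to internal control wells on each plate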
Active calls of the source: *; i = inactive; ? = inconclusive; . = not tested or not shown; [ ] = dose if it differs, or a comment. % is scaled to controls: 0 for no effect and ±100 for the full control effect; potency is read from the fitted curve at half-maximal effect. These rows are one share of the data (hit frequency here may not be typical).

Preview, six compounds:
SMILES | Lipid storage S3 | Lipid storage S3 cell count max
CC1CCCC(C)N1C(=O)CSc1nc(N)c(-c2ccccc2)c(=O)[nH]1 (centres undefined) | ? | .
CC(C)n1c2ccccc2c2nnc(SCC(=O)OCN3C(=O)c4ccccc4C3=O)nc21 | 8.7% | -2.3
COc1ccccc1C(=O)NCCSCc1c(F)cccc1Cl | 5.0% | .
COCCN(C(=O)COC(=O)c1cc2c(s1)CCCC2)c1c(N)n(Cc2ccccc2)c(=O)[nH]c1=O | ? | .
FC(F)(F)c1ccccc1/C=N/N1CCN(Cc2ccccc2)CC1 | ? | .
CC1CC(C)(C)CC2(C1)NC(=O)N(CC(=O)Nc1nccs1)C2=O (centres undefined) | ? | .

Main list, repeating the preview:
SMILES | Lipid storage S3 | Lipid storage S3 cell count max
CC1CCCC(C)N1C(=O)CSc1nc(N)c(-c2ccccc2)c(=O)[nH]1 (centres undefined) | ? | .
CC(C)n1c2ccccc2c2nnc(SCC(=O)OCN3C(=O)c4ccccc4C3=O)nc21 | 8.7% | -2.3
COc1ccccc1C(=O)NCCSCc1c(F)cccc1Cl | 5.0% | .
COCCN(C(=O)COC(=O)c1cc2c(s1)CCCC2)c1c(N)n(Cc2ccccc2)c(=O)[nH]c1=O | ? | .
FC(F)(F)c1ccccc1/C=N/N1CCN(Cc2ccccc2)CC1 | ? | .
CC1CC(C)(C)CC2(C1)NC(=O)N(CC(=O)Nc1nccs1)C2=O (centres undefined) | ? | .
CCCOC(=O)C(C)Sc1n[nH]c(=O)[nH]c1=O (centres undefined) | ? | .
CCOC(=O)C1CCCN(CC(O)COc2ccc(OC)cc2C(C)(C)C)C1 (centres undefined) | 6.5% | -18.4
O=C(NP(=O)(N1CCOCC1)N1CCOCC1)C1=C(N2CCOCC2)/C(=C\c2ccccc2)CC1 | ? | .
CC(=O)c1ccc(C(=O)Nc2ccc3c(c2)C(=O)NC3=O)cc1 | -17.2% | 23.4
CCOc1ccc(NC(=O)CN2CCN(CC(=O)Nc3ccc(N(C)C)cc3)CC2)cc1 | ? | .
CCCNC(=O)Cc1ccsc1 | 5.3% | 3.2
CCNC(=O)n1nccc1C(C)Oc1ccc(Cl)cc1 (centres undefined) | 2.2% | 14.9
CC(=O)c1cccc(NC(=O)CCc2nc3sc4c(c3c(=O)[nH]2)CCCC4)c1 | ? | .
N#C/C(=C/c1ccc(-c2cc(C(=O)O)cc(C(=O)O)c2)o1)c1nc2ccccc2s1 | ? | .
CS(=O)(=O)N(CC(=O)N1CCc2ccccc2C1)c1ccc(Cl)cc1F | 5.9% | 12.9
O=C(O)CCC(=O)N1CCN(c2ccccn2)CC1 | ? | .
CC(C(=O)NC1CCCCC1)N(Cc1ccccc1)C(=O)c1snc(C(N)=O)c1N (centres undefined) | ? | .
COc1ccc(NC(=O)CSc2nc3ccc(OC)cc3[nH]2)cc1 | -11.9% | 15.0
CCOc1cccc(-c2nn3c(-c4cc(C)[nH]n4)nnc3s2)c1 | 15.6% | -28.7
COc1ccccc1NC(=O)Cn1nnc(-c2ccccc2NC(=O)c2ccco2)n1 | ? | .
O=C(Cc1ccccc1)Nc1cc2c(cc1Cl)OCCCO2 | ? | .
O=C(CSc1nnc(COc2ccccc2)o1)N1CCCCC1 | ? | .
O=C(CN1CCC(NC(=O)c2ccccc2)CC1)NCc1ccccc1F | ? | .
COc1ccc(CCNC(=O)c2ccc(-c3ccc([N+](=O)[O-])cc3Cl)o2)cc1OC | ? | .
Cc1ccccc1NC(=O)COC(=O)c1ccc2c(c1)OCCO2 | ? | .
O=C(NC1=NCCS1)c1cccs1 | ? | .
COc1ccc(/C=C(/NC(=O)c2ccco2)C(=O)N2CCc3ccccc32)cc1OC | -26.7% | -1.7
CC1=CN2C(=N)/C(=C\c3cn(CCCOc4ccccc4)c4ccccc34)C(=O)N=C2S1 | -19.9% | -8.0
Cc1ccccc1C(=O)N1CCN=C1SCc1ccc([N+](=O)[O-])cc1 | 11.4% | 1.9
O=C(Nc1ccc(F)cc1)Nc1ccc2c(c1)CCC2 | ? | .
Brc1ccc(-c2c[n+]3c(n2-c2ccccc2)SCC3)cc1 | 4.6% | 9.3
CC(=O)[C@@]1(O)[C@H](C)CC2C3CC=C4CC(OP(=O)(O)O)CC[C@]4(C)C3CC[C@@]21C (some centres undefined) | ? | .
Cc1ccccc1OCC(=O)Nc1ccc(C)c(S(=O)(=O)N2CCCCCC2)c1 | ? | .
COc1ccc(CCC(=O)N(C)CC(=O)Nc2cc(C)ccc2C)cc1 | ? | .
COc1ccc(C2c3c(ncn(CCCO)c3=N)Oc3ccc4ccccc4c32)cc1 (centres undefined) | ? | .
O=C(Nc1ccc(C(=O)O)cc1)/C(=C\c1cccc([N+](=O)[O-])c1)NC(=O)c1ccc(Br)o1 | 1.0% | 10.0
Cc1cccc(NC(=O)c2cccc3c2C(=O)c2ccccc2-3)c1 | ? | .
O=C(CCc1c[nH]c2ccccc12)NCCc1ccccc1 | ? | .
CCOc1ccc(NC2c3ccccc3C(=O)N2c2ccc(Cl)cn2)cc1 (centres undefined) | 7.5% | -12.9
CCC(=O)Nc1cnc(NC(=O)c2cccc(F)c2)cc1C | 3.5% | -13.2
CCOC(=O)c1c[nH]n2c(=O)cc(C)nc12 | 9.9% | -3.9
Cc1cc(-c2n[nH]c(=S)n2-c2ccc(F)cc2)nn1C | ? | .
COc1ccc(S(=O)(=O)NCC(c2cccnc2)N2CCN(c3ccccc3)CC2)cc1C (centres undefined) | ? | .
CC(CN1C(C)CCCC1C)OC(=O)c1ccccc1Cl (centres undefined) | ? | .
CCCCN1C(=O)/C(=C2/Sc3ccccc3N2C)S/C1=N\c1ncn[nH]1 | ? | .
O=c1cc(O)n(Cc2ccc(F)cc2)c(=O)[nH]1 | ? | .
CCN(CC)CCn1c2c(c(SCC(=O)Nc3nc(C)cs3)nc1=O)CCC2 | ? | .
CCCCN(CCCNC(=O)c1ccc2nc(N3CCOCC3)sc2c1)Cc1ccccc1 | ? | .
CC(/C=N\NC(=O)c1ccc2c(c1)OCO2)c1ccccc1 (centres undefined) | ? | .
CN(C)Cc1c(O)ccc2ccccc12 | -1.7% | -9.0
CC(=O)Nc1ccc(NS(=O)(=O)c2ccc(CN3C(=O)c4cccnc4C3=O)cc2)cc1 | ? | .
CC(C)CN(C(=O)/C=C/c1nc2ccccc2s1)C1CCS(=O)(=O)C1 (centres undefined) | i | .
CCN(CC)c1ccc(S(=O)(=O)N2CCOCC2)cc1NC(=O)COC(=O)/C=C/c1ccc(C)o1 | ? | .
C=C(C)CSc1cc(C)c(C#N)c2nc3ccccc3n12 | ? | .
CSc1ccc(S(=O)(=O)N(CC(=O)NCc2ccccn2)c2ccc(C)cc2)cc1 | -1.4% | -7.8
Cn1c(=O)c2c(nc(SCc3nc(N)nc(N4CCCCC4)n3)n2C)n(C)c1=O | 0.5% | -5.8
COc1cc(OC)cc(C(=O)Nc2ccccc2S(=O)(=O)N2CCCC2OC(C)=O)c1 (centres undefined) | ? | .
CCn1cnc2sc(C)c(C)c2c1=O | i | .
CCCC(=O)Nc1ncnc2c1ncn2[C@@H]1O[C@@H]2COP(=O)(O)O[C@H]2[C@H]1OC(=O)CCC | -1.8% | 0.8
The listing continues.
SMILES | Lipid storage S3 | Lipid storage S3 cell count max
CC(NS(=O)(=O)c1ccc2c(c1)C(=O)c1cc(S(=O)(=O)NC(C)C(=O)O)ccc1-2)C(=O)O (centres undefined) | ? | .
CN(C(=O)Cc1c(C(=O)O)n(C)c2ccccc12)c1ccc(Cl)cc1 | -0.4% | 7.5
Cc1cccc(-n2cccc2)c1C#N | ? | .
CCc1nccn1CCC(=O)N1CCCC(Nc2ccc(F)cc2)C1 (centres undefined) | ? | .
CC(C)(C)Cc1nnc(NC(=O)CN2C(=O)c3ccccc3C2=O)s1 | -3.0% | 1.6
Cc1ccccc1NC(=S)N(C)Cc1cccs1 | ? | .
CC1CN(C(=O)COC(=O)c2cc(Cl)ccc2[N+](=O)[O-])CC(C)O1 (centres undefined) | ? | .
N#Cc1cccc(NC(=O)COC(=O)c2cccc(N3C(=O)c4ccccc4C3=O)c2)c1 | ? | .
Cc1ccc2[nH]c(=O)c3cc(C(=O)N(C)c4ccc(C)c(C)c4)sc3c2c1 | -2.5% | -14.9
CC(C)(C)SCCSC1=CC(=O)CC(c2ccccc2)C1 (centres undefined) | 11.1% | 8.4
Cc1cc(NC(=O)C2CCCCC2)n(-c2nc3ccccc3[nH]2)n1 | ? | .
CCOc1ccc(Nc2ccc(N3C(=O)CCC3=O)cc2[N+](=O)[O-])cc1 | 3.6% | 6.3
Cc1cc(NC(=O)CSc2ncnc3sc4c(c23)CCC(C)C4)no1 (centres undefined) | ? | .
O=c1c(-c2ccc(Cl)cc2)[n+]([O-])c2ccccc2n1O | ? | .
CCOc1ccc2nc(SCC(=O)Nc3ccc4c(c3)OCCO4)[nH]c2c1 | i | -1.9

Reformatted with each value named: entries from further up
> CC1CN(C(=O)COC(=O)c2cc(Cl)ccc2[N+](=O)[O-])CC(C)O1 (centres undefined)
  Lipid storage S3 = ?
  Lipid storage S3 cell count max = .
> N#Cc1cccc(NC(=O)COC(=O)c2cccc(N3C(=O)c4ccccc4C3=O)c2)c1
  Lipid storage S3 = ?
  Lipid storage S3 cell count max = .
> Cc1ccc2[nH]c(=O)c3cc(C(=O)N(C)c4ccc(C)c(C)c4)sc3c2c1
  Lipid storage S3 = -2.5%
  Lipid storage S3 cell count max = -14.9
> CC(C)(C)SCCSC1=CC(=O)CC(c2ccccc2)C1 (centres undefined)
  Lipid storage S3 = 11.1%
  Lipid storage S3 cell count max = 8.4

Additional structures.
SMILES | Lipid storage S3 | Lipid storage S3 cell count max
COC(=O)c1ccccc1NC(=O)CSc1nc2cccnc2n1C | -1.7% | 5.5
O=C(Cn1cc2c(n1)CCCC2)Nc1ccccc1Cl | ? | .
COc1cccc(C2C(C#N)=C(N)Oc3cc(C)[nH]c(=O)c32)c1OC (centres undefined) | ? | .
C=CCn1c(Cc2cccs2)nnc1SCC(=O)Nc1ccc(C(=O)OCC)cc1 | ? | .
CCSc1nnc(NC(=O)c2cc(C)oc2C)s1 | i | -23.8
COc1ccc(CNC(=O)C(=O)NCCC2CCCCN2S(=O)(=O)c2cccs2)cc1 (centres undefined) | ? | .
CC(C(=O)NC1CCS(=O)(=O)C1)N1C(=O)/C(=C/c2ccc(Cl)cc2)SC1=S (centres undefined) | 20.6µM* | -12.5*
COc1cc(OC)c(CN2CCc3c([nH]c4ccccc34)C2)cc1Br | -7.7% | -2.2
CCOC(=O)C1CCCN(C(=O)c2ccc(CNS(=O)(=O)c3ccc(C)cc3)cc2)C1 (centres undefined) | ? | .
Cc1cc2oc(=O)cc(-c3cc4ccccc4o3)c2cc1O | ? | .
COc1ccc(CN2C(=O)NC(C)(c3ccc(C)cc3)C2=O)cc1F (centres undefined) | ? | .
O=C(c1ccccc1Cl)N1CCn2c1nc1ccccc12 | 5.8% | -1.2
COc1ccc(C2C3=C(CCCC3=O)Nc3n[nH]c(C)c32)cc1OC (centres undefined) | ? | .
CCCn1c(-c2cccs2)nc2ccccc21 | ? | .
COc1ccc(N2C(=O)C3CCCN3C2c2ccc(C)cc2)cc1 (centres undefined) | ? | .
O=C(CC1C(=O)NCCN1Cc1c(F)cccc1Cl)NCCCn1cccn1 (centres undefined) | ? | .
C=CCNC(=O)CCCc1ccccc1 | ? | .
CC1CCCC(C)N1/N=C/c1cc(Br)cc(Br)c1O (centres undefined) | ? | .
COc1ccc(-n2c3c(c(=O)[nH]c2=O)C(NS(=O)(=O)c2ccc(Cl)cc2)(C(F)(F)F)C(=O)N3)cc1 (centres undefined) | ? | .
Cc1cccc(NS(=O)(=O)c2cccc(C(=O)N3CCCCCC3)c2)c1 | 14.5%[0.0737 µM] | 14.1
CCc1nnc(SCc2ccc(C(=O)OC)o2)n1N | ? | .
CCCCCCSc1cccc(-c2nc3ccc(Cl)cn3c2NCc2ccccc2)c1 | -10.9% | 4.8
CCOc1cc(C(=O)N(C)CC(=O)Nc2cccc3ccccc23)ccc1OC | ? | .
O=C(Nc1ccc(NC(=O)C2CCCCC2)cn1)c1ccco1 | ? | .
Cc1ccc(Cn2ccc(NC(=O)c3noc4c3CCCC4)n2)cc1 | ? | .
CCOC(=O)/C(C#N)=C/c1c[nH]c2ccccc12 | ? | .
COc1ccc2nc(/C=N/NC(=O)CCCCCNC(=O)OC(C)(C)C)ccc2c1 | ? | .
CCCCc1nc2cc(C(=O)N3CCC[C@H]3CO)ccc2o1 | -14.6% | 12.2
Cn1cnnc1SCC(=O)Nc1cc(C(F)(F)F)ccc1N1CCOCC1 | ? | .
COc1ccc(OCC(=O)OC2CCN(C)CC2)cc1 | ? | .
O=C(Nc1cccc(C(F)(F)F)c1)C1CCN(S(=O)(=O)c2ccc(N3CCCC3=O)cc2)CC1 | ? | .
O=C(COC(=O)/C=C/c1ccc([N+](=O)[O-])cc1)NC(c1ccccc1)c1ccccc1 | ? | .
O=C(Cn1nnc2ccccc21)c1ccccc1 | -5.7% | 1.7
COC(=O)c1sc2ccccc2c1NC(=O)c1ccc(S(=O)(=O)N2CCCC(C)C2)cc1 (centres undefined) | 21.0% | 3.6
CC(C)C(NC(=O)CCN1C(=O)c2ccccc2C1=O)c1ccccc1 (centres undefined) | ? | .
Cc1cc(C)cc(-n2c(SCC(=O)Nc3cccc(S(=O)(=O)NC4=NCCCCC4)c3)nc3ccccc3c2=O)c1 | -0.7% | -18.8

High-throughput results as filed in PubChem.
